GPR7 antag – GPR7 receptor antagonists, primary screen, cell-based, fluorescence, single concentration. Neuropeptides B/W receptor type 1 (Homo sapiens), P48145. GPR7-expressing cells, fluorescence antagonist assay. 290,000 tested, 1.1% active. inhibition, % at 4.4 µM. AID 1861, 2009; in the data active = inhibition above about 16%, passing the limit was not always enough;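 note: cells stimulated with the agonist NPW; 0% = agonist with vehicle and 100% = vehicle without agonist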
M18AAP inhibitor – PfM18AAP inhibitors, malaria aminopeptidase, primary screen, biochemical, QFRET, recombinant enzyme; H-Glu-NHMec fluorogenic cleavage; inhibition, % at 7.35 µM; 290,000 tested, 1.2% active; AID 1822, 2009;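 active = inhibition above the campaign mean inhibition over all tested compounds plus 3 SD, cut at about 28% in these data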;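 note: 0% = plate median of test compound wells and 100% = 2 mM ZnCl2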
IDE act – human IDE activators in live cells, primary screen, fluorescence polarization, HEK cells, FAbeta-B substrate; FAbeta-B cleavage; 0% vehicle, 100% cell-free pure enzyme wells; activation, % at 5.96 µM; 340,000 tested, 0.073% active;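 active = activation above the mean of all tested compounds plus 3 SD, set per screening campaign, cut at about 17% in these data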
NALP1 inh – NALP1 inflammasome inhibitors in reconstituted yeast, colorimetric, S. cerevisiae, triplicate retest. S. cerevisiae NALP1/ASC/caspase-1 growth, X-gal OD620, 72 h. inhibition, % at 10 µM. 280,000 tested, 0.61% active; in the data active = inhibition mostly above about 24%, no sharp cut-off; inactive = mostly below about 32%; note: some compounds called inactive have numbers as strong as hits
IDE cell inh – human IDE inhibitors in live cells, primary screen, fluorescence polarization, HEK cells, FAbetaB substrate; FAbetaB cleavage; 320,000 tested, 0.41% active; Insulin-degrading enzyme (Homo sapiens), P14735; inhibition, % at 5.59 µM;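 active = percent inhibition above the average of all tested compounds plus 3 SD, set per screening campaign, cut at about 16% in these data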;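 note: IDE supplied by intact live HEK cells; FP after avidin binding of uncleaved biotin substrate so inhibition keeps polarization high; 0% = DMSO wells and 100% = 60 µM reference IDE inhibitor Ii1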
pCIP destab – p/CIP-EGFP fusion destabilizers, primary screen, fluorescence, F442A cells | 16 h | decrease of EGFP signal, % at 10 µM | 290,000 tested, 0.01% active | AID 1984, 2009;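 active = EGFP signal decrease of at least 30% at 10 µM or well 3 SD below plate mean, unless failing retest; inactive = the rest, including hits failing retest or dose response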; note: some compounds called inactive have numbers as strong as hits; many of its hits are not listed in these tables
Target sequence (Q05BA5 1-1403): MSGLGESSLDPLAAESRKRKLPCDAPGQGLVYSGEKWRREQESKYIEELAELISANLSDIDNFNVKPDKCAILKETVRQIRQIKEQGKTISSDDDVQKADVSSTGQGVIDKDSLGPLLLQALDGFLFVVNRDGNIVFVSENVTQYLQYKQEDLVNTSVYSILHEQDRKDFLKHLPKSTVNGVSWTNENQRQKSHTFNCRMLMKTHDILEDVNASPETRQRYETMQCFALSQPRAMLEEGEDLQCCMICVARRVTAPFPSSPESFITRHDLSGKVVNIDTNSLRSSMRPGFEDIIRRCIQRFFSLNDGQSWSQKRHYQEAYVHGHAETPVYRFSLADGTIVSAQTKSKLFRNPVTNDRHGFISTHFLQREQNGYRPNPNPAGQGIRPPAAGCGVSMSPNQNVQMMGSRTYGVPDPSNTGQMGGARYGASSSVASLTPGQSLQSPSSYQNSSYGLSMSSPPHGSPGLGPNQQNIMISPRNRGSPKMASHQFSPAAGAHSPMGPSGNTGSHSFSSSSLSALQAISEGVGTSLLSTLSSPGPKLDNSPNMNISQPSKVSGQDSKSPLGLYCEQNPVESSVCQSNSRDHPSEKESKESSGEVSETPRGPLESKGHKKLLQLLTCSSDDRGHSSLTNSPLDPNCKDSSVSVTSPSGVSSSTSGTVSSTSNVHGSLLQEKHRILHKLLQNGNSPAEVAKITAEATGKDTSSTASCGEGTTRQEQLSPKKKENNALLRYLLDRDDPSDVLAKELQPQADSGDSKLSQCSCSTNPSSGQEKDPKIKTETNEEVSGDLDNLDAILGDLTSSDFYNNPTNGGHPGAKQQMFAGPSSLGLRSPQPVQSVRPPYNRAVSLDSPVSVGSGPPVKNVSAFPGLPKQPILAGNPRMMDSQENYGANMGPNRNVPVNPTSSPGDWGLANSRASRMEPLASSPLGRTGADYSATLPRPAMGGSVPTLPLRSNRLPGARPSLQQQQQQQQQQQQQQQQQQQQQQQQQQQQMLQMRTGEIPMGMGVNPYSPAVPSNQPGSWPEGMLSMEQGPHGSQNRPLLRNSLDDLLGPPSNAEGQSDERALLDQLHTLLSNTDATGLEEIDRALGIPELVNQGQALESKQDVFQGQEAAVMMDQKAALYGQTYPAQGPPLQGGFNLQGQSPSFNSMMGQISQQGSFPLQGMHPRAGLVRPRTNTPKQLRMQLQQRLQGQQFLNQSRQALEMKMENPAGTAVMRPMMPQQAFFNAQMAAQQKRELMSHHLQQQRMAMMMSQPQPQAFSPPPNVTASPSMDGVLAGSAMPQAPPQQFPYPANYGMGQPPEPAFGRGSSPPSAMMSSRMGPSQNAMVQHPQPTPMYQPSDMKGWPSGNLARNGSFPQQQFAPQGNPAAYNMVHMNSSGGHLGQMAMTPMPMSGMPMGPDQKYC
VIM-2 inh – VIM-2 metallo-beta-lactamase inhibitors, primary screen, biochemical, epi-absorbance readout, Pseudomonas aeruginosa enzyme | 290,000 tested, 0.89% active | purified VIM-2, nitrocefin hydrolysis, epi-absorbance fluorescence | inhibition, % at 5.6 µM;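 active = inhibition above the mean of all tested compounds plus 3 SD, cutoff set per screening run, cut at about 7.5% in these data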;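 note: red hydrolysis product quenches plate fluorescence so inhibitors raise well fluorescence; 0% = enzyme with DMSO and 100% = DMSO without enzyme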
PHOSPHO1 inh – PubChem AID 1565; Phosphoethanolamine/phosphocholine phosphatase (Homo sapiens), Q8TCT1; recombinant PHOSPHO1, absorbance phosphatase assay; inhibition, % at 13.3 µM; 290,000 tested, 1.1% active; in the data active = inhibition above about 60%
IMP-1 inhibitor – IMP-1 metallo-beta-lactamase inhibitors, primary screen, biochemical, epi-absorbance readout, Pseudomonas aeruginosa enzyme; metallo-beta-lactamase IMP-1 (Pseudomonas aeruginosa); purified IMP-1, nitrocefin hydrolysis, epi-absorbance fluorescence; inhibition, % at 5.6 µM; 290,000 tested, 0.45% active;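 active = inhibition above the mean plus 3 SD of all compounds in the same screening run, cut at about 4.5% in these data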;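 note: 0% = IMP-1 with DMSO and 100% = DMSO wells lacking enzyme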
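Assay system: purified recombinant IMP-1 beta-lactamase. Input: IMP-1 0.2 nM before substrate addition. Buffer or medium: Zinc- and detergent-supplemented HEPES buffer, pH 7.1. Schedule: 25 °C, 15 min preincubation, 25 min reaction. Signal: Epi-absorbance fluorescence, 480 nm excitation, 530 nm emission. Evaluation: percent inhibition from optical density relative to buffer-blank wells.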
Active calls of the source: *; x = not tested or not shown.

GPR7 antag	M18AAP inhibitor	IDE act	NALP1 inh	IDE cell inh	pCIP destab	VIM-2 inh	PHOSPHO1 inh	IMP-1 inhibitor	SMILES
-2	6	2	x	0	-2	2.7	5	-4.6	Cc1cc2nnc(SCC(=O)NCc3cccs3)n2c2ccccc12
-3	3	-1	-10	5	4	-1.8	24	-3.8	COc1cccc(NC(=O)Cn2c(=O)n(-c3cc(OC)c(OC)c(OC)c3)c(=O)c3ccccc32)c1
-4	-1	-1	-5	-2	-15	-1.5	36	-1.1	CCN(CC)S(=O)(=O)c1ccc(S(=O)(=O)N2CCCC(C(=O)NC3CC3)C2)cc1 (configuration not stated)
-1	-4	4	-23	2	-3	-1.8	52	-0.9	CCc1nnc(NC(=O)CSc2nnc(-c3c[nH]c4ccccc34)n2CC)s1
3	7	4	13	4	9	-4.7	1	-4.5	Cc1nc(-c2coc3cc(C)c(N=O)c(O)c3/c2=N\N)cs1
16	14	-1	-10	4	-15	0.9	-19	0.8	O=C(COC(=O)C1CCCN1C(=O)c1cccs1)c1ccccc1 (configuration not stated)
-9	2	4	x	-1	-12	-1.5	30	-2.5	CSc1ccccc1NC(=O)CN1c2ccccc2CC1C (configuration not stated)
-10	10	3	8	-11	-15	-1.3	-21	-3.4	O=C(CSc1cccc2cccnc12)Nc1ccc(S(=O)(=O)N2CCOCC2)cc1
0	12	x	13	6	-17	1.9	-79	1.5	COc1ccc(C(=O)CSc2n[nH]c(C)n2)cc1[N+](=O)[O-]
-1	5	3	9	6	-8	-2.7	-18	-4.7	C/C(=N\NC(=O)CSc1nc(C)cc(C)n1)c1ccc2c(c1)OCCO2
1	5	3	0	9	3	-6.0	13	-3.9	CC(C)[C@H](NC(=O)N1c2ccccc2NC(=O)[C@@H]1C(C)C)C(=O)N[C@@H](Cc1c[nH]c2ccccc12)C(=O)O
-10	2	x	20	3	-8	-3.6	11	-4.2	O=C(NCCN1CCOCC1)c1cc(Cl)ccc1[N+](=O)[O-]
3	-13	5	-14	1	-8	-1.4	6	-2.6	Cn1nc(C(F)(F)F)c(C#N)c1N1CCN(c2ccccc2)CC1
-10	-4	5	-2	1	-1	-1.7	17	-2.7	COc1cc(C(=S)N2CCC(C(N)=O)CC2)ccc1O
x	x	3	3	2	-2	x	31	x	COc1ccc(-c2cc3ccccc3s2)cc1[C@H]1[C@H]2C=CC[C@@H](C)[C@@H]2C(=O)N1Cc1ccccc1

Ordered by the number under IDE act (descending): some entries from above.
GPR7 antag	M18AAP inhibitor	IDE act	NALP1 inh	IDE cell inh	pCIP destab	VIM-2 inh	PHOSPHO1 inh	IMP-1 inhibitor	SMILES
3	-13	5	-14	1	-8	-1.4	6	-2.6	Cn1nc(C(F)(F)F)c(C#N)c1N1CCN(c2ccccc2)CC1
-1	-4	4	-23	2	-3	-1.8	52	-0.9	CCc1nnc(NC(=O)CSc2nnc(-c3c[nH]c4ccccc34)n2CC)s1
-10	10	3	8	-11	-15	-1.3	-21	-3.4	O=C(CSc1cccc2cccnc12)Nc1ccc(S(=O)(=O)N2CCOCC2)cc1
-3	3	-1	-10	5	4	-1.8	24	-3.8	COc1cccc(NC(=O)Cn2c(=O)n(-c3cc(OC)c(OC)c(OC)c3)c(=O)c3ccccc32)c1

(further entries)
GPR7 antag	M18AAP inhibitor	IDE act	NALP1 inh	IDE cell inh	pCIP destab	VIM-2 inh	PHOSPHO1 inh	IMP-1 inhibitor	SMILES
-11	1	-1	5	-7	4	0.9	-44	-3.0	CCOC(=O)C1=C(C)NC(C)=C(C(=O)OCC)C1c1ccc(O)cc1
-5	1	5	12	-1	-13	-4.1	41	-2.7	O=C(Nc1c2c(nn1-c1ccccc1)CS(=O)(=O)C2)c1ccccc1Br
-9	8	6	4	5	5	-1.9	12	-1.4	COc1ccc(N(CC(=O)Nc2ccc(C(C)C)cc2)S(=O)(=O)c2c(C)noc2C)cc1
-2	-4	0	14	-7	-18	-1.0	22	-3.0	O=C(CCn1c(=O)oc2ccc(Cl)cc21)N1CCN(c2ccccc2)CC1
-12	-6	4	1	-5	-10	-2.7	34	-0.7	Cc1ccn2c(NC(=O)c3ccccc3)c(-c3ccccc3)nc2c1
5	-3	0	2	-3	10	-0.4	1	-1.6	COc1ccc(C(=O)Nc2cc(C)on2)cc1[N+](=O)[O-]
74*	-13	1	43*	3	8	0.2	x	-1.6	O=C(c1ccc(Cl)cc1)C(CN1CCCC1)c1ccccc1 (configuration not stated)
-7	-3	9	-9	-2	-6	-2.4	28	-4.8	Cc1ccc(NC2c3ccccc3C(=O)N2c2cccnc2)cc1 (configuration not stated)
-2	-7	0	22	-4	-2	0.5	11	-0.8	O=C(NCc1ccc2c(c1)OCO2)c1cnc2ccccn2c1=O
2	-1	1	12	4	-6	-4.6	-11	-3.5	C=CCOc1ccc(CNc2nccs2)cc1OCC
-7	-8	-7	29	8	-2	-2.8	6	-2.0	C/C(=N/NC(=O)CNC(=O)COc1ccccc1)c1ccco1
-1	5	-2	2	-1	4	-2.8	14	1.6	CC1(C)CC(OC(=O)c2ccccc2)CC(C)(C)N1
-3	6	1	-2	-3	5	-3.2	3	-3.0	COc1ccc(-c2nc(C)ncc2-c2csc(C)n2)c(O)c1
-4	-7	-3	28	1	-6	-1.9	-18	-4.0	CC1CCc2c(sc(NC(=O)CSc3nc4c(c(C(F)(F)F)n3)CCc3ccccc3-4)c2C(N)=O)C1 (configuration not stated)
11	-11	-1	1	0	-14	-0.8	7	-2.0	COc1ccc(CNC(=O)c2cnc(C)cn2)c(OC)c1
-2	4	3	19	0	10	-5.5	-70	-5.3	Cc1cc(=O)oc2cc(OCC(=O)NCC3CCC(C(=O)O)CC3)ccc12 (configuration not stated)
-2	-2	5	8	0	-7	0.0	17	-1.0	O=C(Cc1ccccc1)N1CCC2(CC1)NCCc1[nH]cnc12
-14	1	2	1	1	-3	3.6	16	-0.6	CCOC(=O)C(C(=O)OCC)c1c([N+](=O)[O-])c(=O)n2c3c(cccc13)CCC2
-5	3	-2	30	0	-18	-1.2	-6	-0.7	O=C(c1ccc2c(c1)OCO2)N1CCN=C1SCc1ccccc1
-2	-2	-2	18	-2	-5	-4.3	-12	-0.8	O=C(CCN1C(=O)c2ccccc2C1=O)Nc1cccc(F)c1
-8	0	4	3	3	-7	-2.1	-10	-1.0	CCOC(=O)CSC1=C(C#N)C(c2ccccc2OCC)C(C(=O)OCC)C(=O)N1 (configuration not stated)
-3	-4	-4	12	4	-3	-2.4	30	-4.0	COc1ccc(C(CC(=O)Nc2ccccn2)N2Cc3ccccc3C2=O)cc1 (configuration not stated)
2	-1	1	-4	-2	-18	-1.4	-52	0.1	CCOC(=O)C(C)Sc1nc(-c2cccs2)ccc1C#N (configuration not stated)
4	7	2	10	x	-12	-0.8	-2	2.4	O=S(=O)(NC1c2cccc3cccc(c23)C1N1CCN(CCO)CC1)c1ccccc1 (configuration not stated)
-11	5	1	x	7	8	-1.3	18	-1.5	O/N=C/c1ccc2ccccc2n1
-8	2	8	-1	4	-10	-1.6	24	-1.4	CCNC(=O)COC(=O)c1cc(=O)[nH]c2ccccc12
22	-4	3	11	0	-2	-1.0	10	-0.4	O=C(c1nc2ccc(Cl)cn2c1CNCC[C@@H]1C[C@@H]2C=C[C@H]1C2)N1CCCCCCC1
-2	6	8	27	4	-12	-2.2	-6	-2.3	CCOC(=O)N1CCC(Nc2cc(C)nc3c(-c4ccccc4OC)c(C)nn23)CC1
3	0	1	18	-2	6	-2.5	-11	-2.6	COc1ccc(C2=NN(C(=O)CSc3ncccn3)C(c3ccc(OC)cc3)C2)cc1 (configuration not stated)
-5	2	0	19	1	-6	-0.6	41	-2.5	CCCCCCC(CC(=O)NCc1cccnc1)CC(=O)NCc1cccnc1
-6	4	4	0	-2	-6	-2.2	37	-1.1	O=C(c1cc(C(=O)N2CCCC2)cc([N+](=O)[O-])c1)N1CCCC1
-7	11	3	15	-5	3	0.2	27	0.4	Cc1ccccc1Nc1ncccc1C(=O)N1CCOCC1
-7	-7	0	9	-2	-4	-0.3	42	-1.6	CCSc1ccccc1C(=O)NCCCn1ccnc1
-9	0	x	10	x	4	-0.1	-19	-1.7	Cc1ccc(Oc2ccc(-c3nnc(-c4ccccc4)o3)cc2[N+](=O)[O-])cc1C
-11	4	6	-40	2	13	-4.2	8	-2.8	CCCCCC(=O)NC(=S)NC1C2CC3CC(C2)CC1C3 (configuration not stated)
-2	-1	-1	13	x	-16	18*	15	-4.2	Cc1cc(C)c2nc3nc(C)c(C)cc3c(N)c2c1
-5	4	0	5	2	-2	-1.4	24	-4.2	C=C(C)Cn1c(COc2ccccc2)nnc1SCC(=O)O
-7	-5	9	21	0	-2	-1.1	-15	-2.7	COc1ccc(/C=C2\CN(Cc3ccccc3)C/C(=C\c3ccc(OC)cc3)C2=O)cc1
-7	1	2	8	0	4	-4.3	0	-1.1	Cc1ccc(OCCNC(=O)c2cc(C(=O)NCCOc3ccc(C)cc3)cc([N+](=O)[O-])c2)cc1
-13	2	5	7	-3	-16	-5.1	18	-2.8	Cn1c(=O)c2c(nc(Cl)n2Cc2ccncc2)n(C)c1=O
-12	0	9	5	-2	4	-2.0	27	-1.9	CCC(C)NC(=O)c1cccc(C)c1 (configuration not stated)
1	5	-1	24	4	0	-1.2	29	-1.0	Cc1ccccc1S(=O)(=O)Oc1cccc2c(O)cccc12
1	-7	3	8	3	-12	-4.0	-10	-2.2	CC12CCC(C(=O)N/N=C/c3ccc(O)cc3)(OC1=O)C2(C)C (configuration not stated)
-12	-3	1	23	0	6	4.3	-5	0.0	CC(=O)c1cccc(Nc2cc(C)nc3c(C)cccc23)c1
-14	-4	x	29	6	-17	-2.3	8	-1.8	CCCCc1nnc(NC(=O)COc2ccc3c(C)cc(=O)oc3c2)s1
-1	5	4	7	1	-16	-2.6	-25	-3.5	O=C(NCCNC(=O)C(c1ccccc1)c1ccccc1)c1ccco1
-3	-4	-1	22	-1	-13	-3.3	20	-5.1	Cc1ccc(C2=N/C(=C\c3c(C)nn(-c4ccccc4)c3N3CCCC3)C(=O)O2)cc1
-5	-3	0	11	0	12	0.1	13	-0.7	CCOc1ccc(CCNC(=O)CSc2nc3ncc(Cl)cc3[nH]2)cc1OCC
-5	12	-1	-10	0	1	-3.1	-152	0.6	O=C(CCCn1c(=S)[nH]c2cc3c(cc2c1=O)OCO3)NCc1cccc(Cl)c1
3	20	x	-6	5	-3	-3.8	18	-0.3	N#CC1=C(N)SC(N)=C(C#N)C1c1ccc(C(F)(F)F)cc1
-1	-6	-3	9	-2	7	-2.8	23	-2.1	CCOC(=O)NC(=O)COC(=O)c1cccc2ccccc12
-1	-8	0	6	-1	1	-2.5	-12	-4.6	CCO[C@H]1OC(C(=O)N2CCN(C)CC2)=C[C@@H](C(C)(C)C)[C@@H]1CCCO
-2	-1	4	24	3	-10	-0.8	-4	1.1	COc1ccc(N2CCN(C(=O)CCS(=O)(=O)c3cccc4nsnc34)CC2)cc1

Source: PubChem BioAssay
